Compound activity deposited in PubChem BioAssay by National Center for Advancing Translational Sciences (NCATS).
Giardia FBPA inh: inhibitors of Giardia lamblia fructose-1,6-bisphosphate aldolase; 0.71% of 290,000 active; A8B2U2; purified Giardia FBPA; Potency, µM (doses to about 59.6 µM), without a hit: at the top dose activity, negative = inhibition, hits mostly inhibitors; also: potency is read from the fitted curve at half-maximal effect; % is scaled to controls: 0 for no effect and ±100 for the full control effect; nearly all actives have a fitted effect of over 55% in size
Target sequence (A8B2U2 whole entry, looked up): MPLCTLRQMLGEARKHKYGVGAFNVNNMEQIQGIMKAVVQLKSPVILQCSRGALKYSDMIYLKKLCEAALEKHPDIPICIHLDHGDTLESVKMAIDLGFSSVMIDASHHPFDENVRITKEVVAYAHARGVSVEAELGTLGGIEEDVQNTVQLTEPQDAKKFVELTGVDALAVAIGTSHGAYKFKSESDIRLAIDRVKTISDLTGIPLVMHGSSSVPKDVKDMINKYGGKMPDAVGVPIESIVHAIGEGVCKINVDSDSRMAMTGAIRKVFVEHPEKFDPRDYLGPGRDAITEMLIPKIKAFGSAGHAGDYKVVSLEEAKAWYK
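Giardia FBPA (40 nM reagent) was preincubated 10 min at RT with compound (up to 57.5 uM final), then substrate plus GAPDH/TPI/NAD/arsenate coupling system with diaphorase/resazurin was added; resorufin fluorescence (525/598 nm) was read after 20 min.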
AmpC inh detg: blocks E. coli AmpC beta-lactamase in detergent assay; Potency, µM (top dose mostly 114 µM), for inactives: at the highest dose activity change, negative = inhibition, actives largely listed as inhibitors; AmpC hydrolysis of nitrocefin, absorbance 480 nm, 0.01% Triton; P00811; AID 485294; 0.041% of 370,000 active;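 also: potency is read from the fitted curve at half-maximal effect; 0% = no-compound wells and -100% = no-enzyme wells; nearly all actives have a fitted effect of over 25% in size; some results filed as inactive show a strong effect at the top dose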
Target sequence (P00811 whole entry, looked up): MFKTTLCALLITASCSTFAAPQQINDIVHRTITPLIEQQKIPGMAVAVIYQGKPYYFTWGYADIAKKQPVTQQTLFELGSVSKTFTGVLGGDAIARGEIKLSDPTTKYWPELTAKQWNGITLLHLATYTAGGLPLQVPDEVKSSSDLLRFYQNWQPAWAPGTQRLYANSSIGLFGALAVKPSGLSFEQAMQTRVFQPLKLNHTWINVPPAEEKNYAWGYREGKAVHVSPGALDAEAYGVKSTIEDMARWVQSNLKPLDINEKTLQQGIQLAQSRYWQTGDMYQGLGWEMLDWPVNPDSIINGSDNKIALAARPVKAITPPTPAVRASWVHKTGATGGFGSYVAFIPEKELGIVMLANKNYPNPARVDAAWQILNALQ
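20 mM phosphate pH 7.0 + 0.01% (detergent screen) or 0.0001% Triton X-100; 5.3 nM AmpC reagent; cpd preinc 15 min RT; nitrocefin (800 uM stock) to start; A480 q20 s × 4 min; Activity was normalised to no-enzyme and no-compound control wells.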
Shiga inhibitor: inhibitors of Shiga toxin in Vero cells | Vero cells, Shiga toxin protein synthesis inhibition reporter | inhibition, % at 38.7 µM | 9.2% of 290,000 active; in the data active = inhibition mostly above about 28%, no sharp cut-off; inactive = mostly below about 43%; also: 0% is about no effect
AmpC no deterg: blocks E. coli AmpC beta-lactamase in detergent-free assay; P00811; AmpC nitrocefin hydrolysis, absorbance 480 nm, 0.0001% Triton; Potency, µM (top dose mostly 57.1 µM), for the others: at the highest dose activity change, negative = inhibition, most hits filed as inhibitors; 0.52% of 330,000 active; AID 485341;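 also: potency is read from the fitted curve at half-maximal effect; plate controls were no compound for no effect and no enzyme for full effect; nearly all actives have a fitted effect of over 20% in size; some results filed as inactive show a strong effect at the top dose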
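AmpC (5.3 nM in the dispensed reagent) in 20 mM phosphate pH 7.0 with 0.01% (detergent screen) or 0.0001% Triton X-100 was preincubated with compounds for 15 min at room temperature. Nitrocefin was then added from an 800 uM solution, and hydrolysis was followed at 480 nm.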
HCMV antiviral: blocks human cytomegalovirus replication. HFF cells, HCMV-luciferase reporter, 72 h; active compounds read low. activity change, negative = inhibition, % at 57.5 µM. 4.5% of 410,000 active; in the data active = activity change below about -60%; inconclusive = no clear call, values can overlap the other calls; inactive = above about -39%; also: % is scaled to controls: 0 for no effect and ±100 for the full control effect
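HFF cells seeded 16 h at 37C, treated with compounds, infected with luciferase-reporter HCMV at MOI 1 PFU/cell; luciferase read at 72 h post infection, normalized to buffer-only and Salinomycin controls.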
AMA1 RON2 block: disrupts binding of P. falciparum AMA1 to RON2 | AlphaScreen AMA1-biotinylated RON2 peptide binding | Potency, µM (series often up to 58.2 µM), inactives show top-dose activity change, negative = inhibition, most hits filed as inhibitors | 0.2% of 360,000 active;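 also: potency is read from the fitted curve at half-maximal effect; 0% = vehicle wells and -100% = peptide control; nearly all actives have a fitted effect of over 45% in size; some results filed as inactive show a strong effect at the top dose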
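AMA1 (3D7) with his tag at 25 nM final met compounds first, then biotinylated RON2 peptide at 25 nM; detection used donor plus acceptor beads, 10 µg/mL apiece, read by AlphaScreen after 30 min at room temperature.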
CHX counter: counter-screen hit for Shiga toxin inhibitors, cycloheximide; AID 2314; max response, %; 12% of 300,000 active; cell reporter, cycloheximide protein synthesis inhibition counterscreen; in the data active = max response mostly above about 13%, no sharp cut-off; inactive = mostly below about 14%; also: read at 38.3 µM for the half of the compounds with a filed dose; 0% is about no effect
Starred values were filed as active, the others as inactive; u = inconclusive; x = not tested or not shown; & = joins results of further samples; [ ] = another dose, or the depositor's remark. Unless noted, calls follow the shape of the dose curve; as a rule, active = well fitted curve in the direction sought with a large enough effect; inconclusive = small, poorly fitted or top-dose-only effect, or another doubt; inactive = no such curve, though single readings can be large; an effect the other way counts as inactive or inconclusive. Not a hit list; any-hit rate near 16%.

#1 O=S(=O)(/N=C(/Nc1cc(N2CCOCC2)ncn1)c1ccccc1)c1ccccc1
#2 O=c1c2ccccc2nc(SCc2cccc(F)c2)n1Cc1ccco1
#3 CC(=O)c1cccc(N2C(=NC(=O)C3CC3)SC3CS(=O)(=O)CC32)c1 (stereo unspecified)
#4 COc1ccc(C(=O)NC2CCN(CC(=O)Nc3c(C)cccc3C)CC2)cc1OC
#5 COc1ccc2cc(CCNC(=O)c3ccco3)c(=O)[nH]c2c1
#6 O=C(O)c1c[nH]c2cc(C(F)(F)F)ccc2c1=O

compound no.,1,2,3,4,5,6
AmpC inh detg,0%,u,-3%,-4%,-1%,1%
Giardia FBPA inh,5%,5%,-14%,-6%,9%,-9%
CHX counter,-3,1,-2,-2,58*,5
Shiga inhibitor,-13,56*,-3,x,95*,-9
AMA1 RON2 block,-19%,6%,-13%,-10%,2%,11%
HCMV antiviral,40,u,0,10,115,x
AmpC no deterg,-17%,-29%,-1%,-1%,-9%,-10%

#7 CN(C)C(=O)c1ccc(NC(=O)c2ccccc2SCC(=O)N2CCCC2)cc1
#8 C=CCn1c(SCc2cc(=O)n3ccsc3n2)nc2sc(C)c(C)c2c1=O
#9 COc1ccc(C(=O)/C(C#N)=N/Nc2ccc([N+](=O)[O-])cc2)cc1
#10 Cc1cc(C)n(CC(=O)Nc2ccc3c(c2)OCO3)c(=O)c1C#N
#11 O=C(N/C(=C/c1cn(-c2ccccc2)nc1-c1ccccc1)C(=O)N1CCOCC1)c1ccc(Cl)cc1Cl
#12 C=C[C@@H]1c2cc(C)ccc2N(S(=O)(=O)c2ccc(C)cc2)[C@H](c2ccccc2)C1(C#N)S(=O)(=O)c1ccccc1 (stereo partly specified)

compound no.,7,8,9,10,11,12
AmpC inh detg,3%,-12%,-5%,4%,u,x
Giardia FBPA inh,x,1%,-1%,x,11%,x
CHX counter,x,-5,-1,x,-1,x
Shiga inhibitor,x,-14,-3,x,-2,x
AMA1 RON2 block,16%,-18%,-4%,-2%,u,-3%
HCMV antiviral,12,x,-114*,-24,-37,-8
AmpC no deterg,-21%,-34%,-39%,-14%,-18%,-28%

#13 CCOc1ccccc1C(=O)Nc1nnc(C(C)C)s1
#14 CN1C(=O)C(C)(C)c2cc(S(=O)(=O)N3CCC(C(=O)NCc4ccc(Cl)cc4)CC3)ccc21
#15 CS/C(=N\NC(N)=O)c1ccccc1
#16 O=C(c1cc(-c2ccccc2O)on1)N1CCCCCC1
#17 O=C(OCc1nnc(-c2ccccc2)o1)c1cn(-c2ccccc2)nc1-c1ccccc1
#18 Cc1ccc(C(C(=O)NCC2CCCO2)N(C(=O)c2snc(C(N)=O)c2N)c2ccc(C)c(C)c2)o1 (stereo unspecified)

compound no.,13,14,15,16,17,18
AmpC inh detg,-12%,-11%,-11%,-8%,u,u
Giardia FBPA inh,-10%,6%,0%,0%,0%,-9%
CHX counter,6,7,-3,34*,12,1
Shiga inhibitor,14,3,-3,104*,33,29
AMA1 RON2 block,18%,0%,9%,12%,4%,-16%
HCMV antiviral,62,-27,5,12,-1,u
AmpC no deterg,33%,107%[activator],-22%,-26%,-11%,88%[activator]

#19 Cc1cc(C)cc(NC(=O)C/C(N)=N/O)c1
#20 COc1cc(/C=C2\SC(=O)N(Cc3ccc(F)cc3)C2=O)cc([N+](=O)[O-])c1O
#21 Cc1ccc(-c2ccc(=O)n(CCC(=O)N3CCC4(CC3)OCCO4)n2)cc1
#22 Cc1cccc(C2N(c3nccs3)C(=O)C3CCCN32)c1 (stereo unspecified)
#23 O=C(Nc1ccc2nc(-c3ccccn3)c(-c3ccccn3)nc2c1)N1CCOCC1
#24 Cc1cccc(/C=N/c2sc3c(c2C#N)CCN(Cc2ccccc2)C3)c1O

compound no.,19,20,21,22,23,24
AmpC inh detg,3%,-5%,-5%,-6%,-9%,-4%
Giardia FBPA inh,-2%,-6%,2%,-10%,-1%,-7%
CHX counter,-2,-3,46*,-4,-2,8
Shiga inhibitor,-13,-8,138*,-20,-6,11
AMA1 RON2 block,18%,1%,0%,69%[activator],7%,7%
HCMV antiviral,14,-76*,1,-3,u,35
AmpC no deterg,-34%,-23%,23%,-18%,-14%,-9%

#25 CCOC(=O)c1c(C)n(C)c2ccc(OC)c(NC(=O)CN3CCC(C(=O)OCC)CC3)c12
#26 O=S(=O)(Nc1ccccc1Cl)c1ccc(F)cc1
#27 CCn1c(CCn2c3ccccc3c3ccccc32)n[nH]c1=S
#28 O=C(c1cccc([N+](=O)[O-])c1)c1ccc2c(c1)OCCOCCOCCOCCO2
#29 O=C(c1cc2nc(-c3ccco3)cc(C(F)(F)F)n2n1)N1CCCc2ccccc21
#30 CCOc1ccc(C(=O)C(C)OC(=O)c2cnc(C)cn2)cc1 (stereo unspecified)

compound no.,25,26,27,28,29,30
AmpC inh detg,-9%,1%,u,2%,-8%,-15%
Giardia FBPA inh,0%,-13%,-1%,3%,u,x
CHX counter,10,-1,-2,-1,7,x
Shiga inhibitor,-3,20,-7,-15,52,x
AMA1 RON2 block,11%,5%,56%[activator],4%,-8%,8%
HCMV antiviral,-13,19,-30,31,-13,1
AmpC no deterg,108%[activator],-14%,-19%,30%,3%,-6%

#31 CN(C)C(CNC(=O)CSc1nnc(-c2ccco2)o1)c1ccccc1 (stereo unspecified)
#32 CC1CN(CC(=O)NCc2ccccc2)CC(C)O1 (stereo unspecified)
#33 CC(C)=C[C@H]1C[C@H](C)[C@H]2CC[C@H](C)c3c(O[C@@H]4OC[C@@H](O)[C@H](O)C4O)c(O)c(C)c1c32 (stereo partly specified)
#34 COc1ccc(-n2c(=S)[nH]c3cc(C(=O)O)ccc3c2=O)cc1
#35 COc1ccc(OCC(=O)Nc2ccc3c(c2)nc(CCNC(C)=O)n3C)cc1
#36 CC(=O)N(C)c1ccc(N=Nc2c(C)[nH]n(C(N)=S)c2=O)cc1

compound no.,31,32,33,34,35,36
AmpC inh detg,u,-10%,x,6%,-3%,6%
Giardia FBPA inh,5%,3%,x,0%,-5%,16%
CHX counter,-2,-3,x,-2,-1,39*
Shiga inhibitor,-4,-5,x,-5,-21,49*
AMA1 RON2 block,11%,14%,-22%,-4%,9%,70%[activator]
HCMV antiviral,1,-10,u,9,57,82
AmpC no deterg,-6%,-13%,243%[activator],-16%,-10%,-8%

#37 CCCc1cc(C(=O)NCCc2ccc(OC)c(OC)c2)no1
#38 COc1ccc(C[C@H]2c3cc(O)c(OC)cc3CC[N+]2(C)[O-])cc1O (stereo partly specified)
#39 Cc1cn(-c2cc(C(=O)Nc3ccc(C)c(NC(=O)C(=O)c4c[nH]c5ccccc45)c3)cc(C(F)(F)F)c2)cn1
#40 O=C(COC(=O)Cc1cn2ccsc2n1)Nc1nc2ccccc2s1
#41 COc1ccc(NC(=O)[C@@H]2CCCN2S(=O)(=O)c2cccc3cccnc23)cc1
#42 C[C@H]1CN=C(N(C)C)N1CCc1ccccc1

compound no.,37,38,39,40,41,42
AmpC inh detg,9%,1%,-3%,-5%,-4%,-6%
Giardia FBPA inh,-2%,-6%,-3%,-16%,x,x
CHX counter,10,-1,-5,16,x,x
Shiga inhibitor,-2,3,-2,20,x,x
AMA1 RON2 block,-6%,u,1%&-2%,-8%,-4%,0%
HCMV antiviral,19,-3,u,79,-5,-67*
AmpC no deterg,22%,-28%,-21%,-22%,-12%,-11%

#43 O=C(Cc1c(F)cccc1Cl)Nc1ccccc1C(=O)N1CCCCC1
#44 CCOC(=O)C1=NNC2(c3ccc(C)cc3)C(=O)N(c3ccc(Cl)cc3)C(=O)C12 (stereo unspecified)
#45 CC(OC(=O)Cc1n[nH]c(=O)c2ccccc12)C(=O)Nc1ccc(S(N)(=O)=O)cc1 (stereo unspecified)
#46 C=CCn1c(COc2ccccc2F)nnc1SCC(=O)N1CC(=O)Nc2ccccc21
#47 O=C(NCc1ccccn1)C(=O)NCC1OCCN1S(=O)(=O)c1ccc(Cl)cc1 (stereo unspecified)
#48 COc1ccc(-c2nn(-c3ccccc3)cc2C(=O)N2CCOCC2)cc1

compound no.,43,44,45,46,47,48
AmpC inh detg,u,-9%,-18%,-7%,-14%,4%
Giardia FBPA inh,x,-5%,x,4%,x,6%
CHX counter,x,-4,x,-2,-1,-3
Shiga inhibitor,x,-5,x,7,12,18
AMA1 RON2 block,-4%,5%,0%,0%,61%[activator],-1%
HCMV antiviral,-10,-5,-33,9,u,-7
AmpC no deterg,43%,-33%,-17%,8%,5%,63%[activator]

#49 COc1ccc(C(C)=O)cc1CSc1nc(C)cc(C)n1
#50 Cc1ccc(S(=O)(=O)C(C#N)c2nc3ccccc3nc2N2CCCC2)cc1 (stereo unspecified)
#51 COc1cc(/C=N/NC(=O)c2ccncc2)ccc1OC(=O)c1cc(OC)c(OC)c(OC)c1
#52 O=C(Nc1ccnn1C1CCN(C/C=C/c2ccc(F)cc2)CC1)C1CCCC1
#53 CN(CCCN1CCCCC1)C(=O)c1cc(COc2ccc(F)cc2F)on1
#54 CCCCc1cc(=O)oc2c(CN3CCN(C)CC3)c(O)ccc12

compound no.,49,50,51,52,53,54
AmpC inh detg,9%,-1%,6%,-7%,-3%,-7%
Giardia FBPA inh,18%,u,0%,2%,-5%,-3%
CHX counter,13,26,-4,-2,-2,5
Shiga inhibitor,14,-5,-10,12,16,6
AMA1 RON2 block,9%,-22%,-2%,2%,-3%,-1%
HCMV antiviral,-4,77,-5,-24,-13,-18
AmpC no deterg,14%,-21%,111%[activator],73%[activator],223%[activator],36%

#55 CCOC(=O)Cc1csc(NC(=O)c2ccc3ncsc3c2)n1
#56 COc1cccc(CNCCO)c1OCc1ccccc1
#57 CSc1ncccc1C(=O)OCC(=O)Nc1cc(C(F)(F)F)ccc1N1CCOCC1
#58 CC(C)OC(=O)c1cc2c(ccn2C)n1CC(=O)N(Cc1ccccc1)c1ccc(F)cc1
#59 O=C(Oc1cccc(NC(=O)c2ccco2)c1)c1cccc(S(=O)(=O)N2CCCCC2)c1

compound no.,55,56,57,58,59
AmpC inh detg,3%,-7%,0%,u,-4%
Giardia FBPA inh,x,-14%,3%,-23%,-4%
CHX counter,29*,3,4,3,14
Shiga inhibitor,83*,18,-11,3,24
AMA1 RON2 block,-2%,-4%,6%,u,-4%
HCMV antiviral,23,u,1,7,6
AmpC no deterg,-17%,1%,52%,2%,-24%

Full records from above. Screens in order: AmpC inh detg | Giardia FBPA inh | CHX counter | Shiga inhibitor | AMA1 RON2 block | HCMV antiviral | AmpC no deterg
Listed for CSc1ncccc1C(=O)OCC(=O)Nc1cc(C(F)(F)F)ccc1N1CCOCC1 → 0% | 3% | 4 | -11 | 6% | 1 | 52%
Listed for CCOC(=O)Cc1csc(NC(=O)c2ccc3ncsc3c2)n1 → 3% | x | 29* | 83* | -2% | 23 | -17%
Listed for O=C(Oc1cccc(NC(=O)c2ccco2)c1)c1cccc(S(=O)(=O)N2CCCCC2)c1 → -4% | -4% | 14 | 24 | -4% | 6 | -24%
